# Source: PubChem (several laboratories)
# DAX1 inh-1: blocks DAX1 repression of SF-1 activated StAR promoter; HEK293T StAR-luciferase reporter, SF-1/DAX-1 repression relief; inhibition, % at 6.8 µM; 1.1% of 370,000 active; AID 652010;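 active means inhibition above the mean over all tested compounds plus 3 SD, cut at about 3.6% in these data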;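 further: 0% = DAX-1 cells with DMSO and 100% = cells lacking DAX-1 with DMSO; higher inhibition means more luminescence from relief of DAX-1 repression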
# hcDAF12 agonist: H. contortus DAF-12 activation, primary screen | AID 652067 | 1.4% of 370,000 active | HEK293 hcDAF-12 lit1-tk-luc reporter, luminescence; 0% DMSO, 100% Δ7-dafachronic acid | activation, % at 6.8 µM;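 active means activation above the mean of all tested compounds plus 3 SD, cut at about 5.5% in these data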;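 further: 100% = response to 3 µM Δ7-dafachronic acid high control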
# SMARCA2 activ: increases SMARCA2 function in MMTV reporter cells. activation, % at 9.1 µM. 1% of 370,000 active. AID 652017. MG213 cells, MMTV-luciferase reporter, dexamethasone, overnight; in the data active means activation above about 7.8%;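 further: 0% = vehicle wells and 100% = reference activator wells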
# PG9 Ab binder: small molecules binding HIV-1 gp120 antibody PG9. TR-FRET gp120-PG9 antibody binding. inhibition, % at 6.7 µM. 0.43% of 360,000 active. AID 624416; in the data active means inhibition above about 8.5%
# ssDAF-12 act: activators of S. stercoralis DAF-12 nuclear receptor. HEK293 ssDAF-12/GRIP1 lit1-tk-luc reporter, luminescence; % of 3 µM dafachronic acid response. AID 652126. activation, % at 6.8 µM. 1% of 370,000 active;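 active means activation above the mean over all tested compounds plus 3 SD, cut at about 0.9% in these data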;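 further: 0% = DMSO-only wells and 100% = 3 µM delta7-dafachronic acid wells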
# Rev-erbA mod: Rev-erb alpha (human) modulation | Rev-erbα–FITC-DNA binding, fluorescence polarization, 90 min | AID 1259318 | 0.79% of 370,000 active | activity, % at 10 µM | P20393;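 active means activity above about 14%, limit read from the data; passing the limit was not always enough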;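 further: 0% = DMSO wells with 35 nM protein and 100% = DMSO wells with 750 nM protein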
# Target sequence (P20393 whole entry, looked up): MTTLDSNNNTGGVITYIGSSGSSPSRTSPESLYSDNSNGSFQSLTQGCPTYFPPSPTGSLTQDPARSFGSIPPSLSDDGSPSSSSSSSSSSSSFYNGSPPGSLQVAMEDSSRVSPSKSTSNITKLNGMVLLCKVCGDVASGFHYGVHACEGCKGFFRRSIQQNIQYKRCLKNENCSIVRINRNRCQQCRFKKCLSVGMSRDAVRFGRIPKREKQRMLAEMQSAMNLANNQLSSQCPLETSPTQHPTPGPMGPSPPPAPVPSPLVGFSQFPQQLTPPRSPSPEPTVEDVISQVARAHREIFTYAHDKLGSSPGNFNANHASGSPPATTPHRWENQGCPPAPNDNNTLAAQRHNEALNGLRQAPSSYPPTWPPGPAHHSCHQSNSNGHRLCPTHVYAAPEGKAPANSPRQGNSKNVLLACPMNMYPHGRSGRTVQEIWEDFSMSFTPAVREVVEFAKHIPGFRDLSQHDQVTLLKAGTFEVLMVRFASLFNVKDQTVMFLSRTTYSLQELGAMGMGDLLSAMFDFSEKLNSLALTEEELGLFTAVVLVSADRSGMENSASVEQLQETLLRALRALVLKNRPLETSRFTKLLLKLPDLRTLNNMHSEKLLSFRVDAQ
# HGIII-sPLA2 inh: Inhibits HGIII-sPLA2 liposome hydrolysis, primary screen. Q9NZ20. QFRET BODIPY PC-A2 liposome hydrolysis, fluorescence. inhibition, % at 12.2 µM. 0.56% of 370,000 active;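 active means inhibition above mean plus 3 SD of compounds lying within the high and low control bounds, cut at about 19% in these data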;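 further: 0% = median of test compound wells and 100% = no enzyme DMSO wells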
# Target sequence (Q9NZ20 whole entry, looked up): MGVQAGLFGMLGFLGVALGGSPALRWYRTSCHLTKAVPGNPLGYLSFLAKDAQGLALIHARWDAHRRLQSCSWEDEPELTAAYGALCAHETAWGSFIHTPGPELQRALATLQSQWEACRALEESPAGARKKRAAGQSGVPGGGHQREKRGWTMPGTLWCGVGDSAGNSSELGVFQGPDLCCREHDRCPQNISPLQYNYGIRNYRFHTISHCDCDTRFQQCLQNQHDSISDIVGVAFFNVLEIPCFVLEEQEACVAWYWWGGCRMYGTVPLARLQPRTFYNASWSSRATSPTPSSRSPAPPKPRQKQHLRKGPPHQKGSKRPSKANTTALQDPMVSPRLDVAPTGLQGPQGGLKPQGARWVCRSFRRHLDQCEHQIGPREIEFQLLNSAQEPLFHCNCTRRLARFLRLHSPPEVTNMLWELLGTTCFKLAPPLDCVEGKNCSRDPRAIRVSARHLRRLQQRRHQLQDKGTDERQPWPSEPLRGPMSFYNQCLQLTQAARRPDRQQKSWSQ
# DAX1 inh-2: inhibits human nuclear receptor DAX1; P51843; HEK293 Gal4-DAX1 luciferase reporter, luminescence; inhibition, % at 6.75 µM; 0.99% of 340,000 active; AID 504766;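 active means inhibition above the mean over all tested compounds plus 3 SD, cut at about 4.2% in these data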;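 further: 0% = DAX1-transfected cells with DMSO and 100% = empty-vector control cells with DMSO; inhibition shows as a rise in luminescence from relieved DAX1 repression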
# hgDAF-12 ag: activates the H. glycines DAF-12 receptor ligand-binding domain; HEK293 GAL4-hgDAF12 UAS-luciferase reporter, agonist luminescence; normalized to butyrate control; activation, % at 6.8 µM; 1.8% of 370,000 active; AID 687014;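 active means activation above a cutoff set at the mean of all screened compounds plus 3 SD, cut at about 10% in these data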;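 further: 0% = DMSO wells and 100% = sodium butyrate wells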
# PLC-beta3 inh: PLC-beta3 (human) inhibition, primary screen; Q01970; Purified PLC-beta3, fluorogenic substrate, fluorescence; inhibition, % at 12.2 µM; 0.18% of 370,000 active; AID 720704; in the data active means inhibition above about 11%;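 further: 0% = median of compound wells on plate and 100% = full blocker control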
# FXN GAA850 act: activators of GAA850 frataxin (FXN) promoter. HEK293 lucGAA850 FXN promoter luciferase reporter, 24 h; percent of 10 µM SAHA response. activation, % at 6 µM. 0.56% of 360,000 active;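 active means activation above the average of all compounds screened plus 3 SD, cutoff fixed separately per campaign, cut at about 7.5% in these data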;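 further: 0% = DMSO wells and 100% = 10 µM SAHA wells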
# * marks the source's active call; other numbers are inactive results; i = inactive; . = not tested or not shown; & = joins results of further samples.
SMILES,DAX1 inh-1,hcDAF12 agonist,SMARCA2 activ,PG9 Ab binder,ssDAF-12 act,Rev-erbA mod,HGIII-sPLA2 inh,DAX1 inh-2,hgDAF-12 ag,PLC-beta3 inh,FXN GAA850 act
COc1ccc(C2C(C(=O)NCc3ccccc3)=C(C)Nc3ncnn32)cc1OC (stereo unspecified),0.3,-0.9,1,-0.6,-0.9,2,1,0.8,-1.3,-1,-1.1
Cc1ccccc1-n1c(=O)c2ccccc2n2cnnc12,0.2,-1.2,-1,-2.4,-1.1,4,-1,0.8,-2.3,4,2.6
CCN(CC)C(=O)c1[nH]cnc1C(=O)N[C@@H](CCCCNC(=O)OC(C)(C)C)C(=O)OC(C)(C)C,0.0,-1.1,1,-1.3,-1.3,2,1,-0.3,0.3,6,0.0
CCOc1ccc(C(=O)Nc2cc(=O)n(C)c(=O)n2C)cc1,-0.3,-0.6,0,1.2,-1.7,-9,-4,0.3,-1.1,-2,1.5
COc1cccc2cc(C(=O)Oc3ccccc3)c(=O)oc12,-0.1,3.9,-1,-1.1,-0.6,3,14,-1.1,-0.7,-86,2.8
CC(=O)N1CCC2(CC1)CC(=O)c1cc(OCC(=O)N3CCOCC3)ccc1O2,-0.2,0.8,0,2.0,-1.1,-3,4,-0.9,1.3,i,-0.1
CCCCn1c(N)c(N(CC(C)C)C(=O)CSc2ccc3c(c2)OCCO3)c(=O)[nH]c1=O,0.0,0.5,-1,-1.2,-0.6,-7,3,0.6,-2.1,-7,-1.6
CCN1CCN(C(CNS(=O)(=O)c2ccc(OC)cc2)c2cccnc2)CC1 (stereo unspecified),0.8,-0.6,-1,0.8,-0.6,0,11,1.5,2.9,-7,1.4
COc1ccc(CC(=O)N(Cc2ccccc2)C(C)C)cc1,0.3,-2.1,-5,-1.1,-1.7,-1,-2,0.2,-1.0,10,3.0
COc1ccc(-c2c3c(=O)n(C)c(=O)n(C)c3cn2NC(C)=O)cc1,1.3,0.1,-2,-1.7,-0.7,-4,3,-1.0,3.1,-28,-0.5
O=C(COc1ccc(/C=N/NC(=O)c2ccccc2)cc1)Nc1ccc([N+](=O)[O-])cc1,1.0,1.6,0,-0.2,-1.0,-16,-2,1.8,1.7,2,2.3
Cc1cc(=O)oc2cc(OCC(=O)OCC(=O)Nc3ccc4ccccc4c3)ccc12,-0.2,1.0,-1,1.3,0.1,-3,3,-0.7,2.4,-23,1.0
N#Cc1ccccc1CN1C(=O)c2ccccc2S1(=O)=O,0.2,-0.1,-2,2.0,-0.7,0,18,1.8,0.0,2,0.6
Cc1[nH][nH]c(=O)c1C=Nc1ccc(C(F)(F)F)cc1,0.7,0.2,-1,0.0,-0.1,0,4,-0.4,-0.1,3,-0.2
O=[N+]([O-])c1ccc(OC(F)F)c(/C=N/n2cnnc2)c1,0.3,-1.3,-5,0.7,-2.0,6,9,-0.4,0.0,-6,-0.4
N#Cc1cccnc1N1CCN(C(=O)c2ccccc2)CC1,0.0,-2.3,-1,1.8,-1.0,3,1,0.6,3.8,-85,3.1
CN1CCN(NC(=O)c2cccs2)CC1,0.4,-1.9,-1,1.5,-1.7,0,6,-0.3,0.3,0,0.9
Cc1ccc(C(=O)Cn2nnc(-c3ccccc3)n2)cc1,-0.2,2.2,1,-1.6,-1.0,-2,-81,3.6,1.0,-7,-0.1
O=C1CC2(CCN(C(=O)COc3ccc(F)cc3)CC2)Oc2ccccc21,-1.2,-2.0,-1,0.2,-0.9,6,-1,0.4,-0.1,-25,0.5
O=C(COCc1cc(-c2ccc3c(c2)OCO3)on1)Nc1cccnc1Cl,-0.3,-1.5,-3,-0.5,-0.9,2,3,-0.3,-0.1,-12,0.8
CC(C)C[C@H]1COc2cc(N3CCOCC3)ccc2S(=O)(=O)N1,-0.1,-0.8,3,-1.5,-1.2,-5,8,.,-3.2,-4,.
COc1ccc(CNC(=O)c2ccc(CNc3c(NC4CCCCC4)c(=O)c3=O)cc2)cc1,-0.1,0.2,-1,-1.3,-1.1,6,3,0.2,0.1,-3,-0.4
O=C(CC(c1ccccc1)c1ccccc1O)N1CCCCC1 (stereo unspecified),-0.8,-2.1,-1,0.5,-0.6,-1,4,0.3,-1.3,-6,-0.7
O=C(CN1CCOCC1)Nc1ccc2c(c1)OCCO2,0.7,1.3,0,-2.8,-0.9,-7,-4,3.8,-0.6,-2,2.2
Nc1nc(-c2cccs2)c(CC(=O)O)s1,0.0,0.2,-1,-2.4,-1.0,3,0,-0.6,-2.3,-40,0.8
Cc1cc(C(=O)COC(=O)c2cccc(S(=O)(=O)N(C)C)c2)c(C)n1CC1CCCO1 (stereo unspecified),0.4,-1.7,6,1.2,-1.4,3,7,2.7,-1.2,-6,4.3
OCc1ccccc1O[C@@H]1O[C@H](CO)[C@@H](O)[C@H](O)[C@H]1O,1.2,-1.7,3,-1.5,-1.4,-11&7,5,3.0,0.1,3,-0.5
COc1ccc(OCC(=O)N(C)Cc2ccccc2)cc1,0.1,-1.4,2,0.8,-1.3,0,0,0.6,-0.1,2,0.4
O=C(O)c1cc(-c2ccc(-c3c(-c4ccc5c(c4)OCO5)noc3-c3ccsc3)cc2)nc2ccccc12,0.6,1.5,3,0.0,-0.8,3,1,1.7,4.1,-3,3.3
CCNc1nc(NC(C)C)nc(N(C#N)CC(=O)OC)n1,-0.5,-0.3,-3,-1.4,-1.5,0,-11,2.8,0.7,1,3.6
COc1ccc2nc(SCC(=O)N3CCCCC3)c(C#N)cc2c1,0.4,2.2,-1,-1.1,-0.7,-3,4,0.2,4.2,-9,6.5
Fc1ccccc1C1c2cccn2CCN1C(=S)Nc1cccc(Br)c1 (stereo unspecified),1.6,-0.5,-2,-0.2,-1.5,-3,2,-1.4,0.2,5,-0.5
Clc1ccc(CSc2nnc(-c3ccncc3)o2)c(Cl)c1,0.1,-1.9,-1,-2.8,-0.9,7,0,0.3,0.7,3,1.0
COc1ccc(CNC(=O)C2CCN(S(=O)(=O)c3ccc4nc5c(c(C(=O)O)c4c3)CC(C)CC5)CC2)cc1 (stereo unspecified),0.4,-0.2,-2,-1.8,-0.4,2,-5,0.9,0.1,-30,-1.3
Cc1ccc(N=Cc2nc(/C=C/c3cccc([N+](=O)[O-])c3)oc2O)cc1,0.1,-1.2,1,1.6,-1.0,2,7,0.1,-0.3,-3,0.4
O=C(O)c1ccc(CSc2n[nH]c(-c3ccco3)n2)cc1,-0.2,-1.4,3,-2.5,-1.0,-2,-2,-0.5,-0.8,0,-0.9
Cc1csc(NC(=O)C2CCN(S(=O)(=O)c3ccc4c(c3)oc(=O)n4C)CC2)n1,-1.4,1.0,0,-1.0,-1.2,1,0,0.4,-5.2,5,-2.5
CCc1nc2oc3ccccc3c(=O)c2c(=O)n1-c1ccc(C)cc1,2.6,12*,4,1.8,4.0*,-24,1,.,11*,-15,3.5
O=C(Oc1c(-c2ccccc2)c(=O)n2c3c(cccc13)CC2)c1cccc([N+](=O)[O-])c1,0.1,0.8,-1,0.0,-1.7,2,0,.,-0.1,-14,1.0
CCc1ccc(-c2nn(-c3ccccc3C)cc2C(=O)N2CCN(C3CCS(=O)(=O)C3)CC2)cc1 (stereo unspecified),1.9,-0.6,-2,1.4,-1.5,-2,5,0.6,-1.3,-10,-0.1
COc1ccc(-c2cc(C(F)(F)F)n3nc(C(=O)N4CCCC4)cc3n2)cc1,0.5,-1.5,1,-1.3,-0.8,-10,0,-0.4,0.0,-57,3.1
CCCc1cc(NCc2ccccn2)n2c(nc3ccccc32)c1C#N,-0.6,-2.2,-1,2.1,-1.6,-2,0,0.4,-1.8,-236,-3.6
COc1cc2c(cc1OC)-c1cc(N3CCCCCC3)nc(=O)n1CC2,0.0,-2.4,4,-1.1,-1.2,3,3,-0.3,-5.6,-202,13*
Cc1cc(NS(=O)(=O)c2ccc(NC(=O)Nc3ccccc3)cc2)no1,0.2,-0.4,-1,-2.8,-1.1,2,-38,0.8,-1.4,1,0.9
CN(CCc1ccccc1)C(=O)c1ccc(NC(=O)Cc2ccc(NC(=O)C3CCCN(C(=O)C4CCCC4)C3)cc2)cc1 (stereo unspecified),-1.5,-0.9,-4,-0.5,-1.1,3,-35,-1.2,-3.1,0,-1.3
Cc1ccc(C2=NN(C(=O)CCCC(=O)O)C(c3ccc4c(c3)OCO4)C2)cc1 (stereo unspecified),-0.4,-0.4,0,-1.1,-0.1,-3,0,1.1,1.2,-8,-0.8
Cc1cc(=O)[nH]c2c1c(C)nn2C1CCOC(C)(C)C1 (stereo unspecified),0.1,-1.5,-1,-1.4,-1.3,0,-3,1.3,1.5,0,3.4
CCOC(=O)C1CCN(C(=O)CNC(=O)Cn2c(C)cc3ccccc3c2=O)CC1,0.2,-1.5,-2,-0.8,-1.2,-4,3,0.5,1.4,-5,-0.5
CCC1CCCCN1C(=O)c1nn2cccnc2c1Cl (stereo unspecified),1.1,-1.6,2,-1.1,-0.8,-1,9,0.4,1.1,-9,0.1
CCC1(O)CC(c2ccccc2)=NN1C(=O)c1ccccc1F (stereo unspecified),0.1,0.7,-1,-1.6,-0.8,-5,6,2.1,4.6,-6,0.7
# (next part)
SMILES,DAX1 inh-1,hcDAF12 agonist,SMARCA2 activ,PG9 Ab binder,ssDAF-12 act,Rev-erbA mod,HGIII-sPLA2 inh,DAX1 inh-2,hgDAF-12 ag,PLC-beta3 inh,FXN GAA850 act
CN(Cc1ccc(F)cc1)C(=O)CN1CCN(S(=O)(=O)c2ccc3c(c2)OCCCO3)CC1,-0.8,-1.9,-6,0.3,-0.7,-6,-4,0.1,-3.1,5,-1.8
CCN(CC)CCN(Cc1cc2cc3c(cc2[nH]c1=O)OCO3)C(=S)NCCCN(C)C,0.1,0.5,-2,0.6,-1.6,0,-3,-0.3,-1.0,-41,1.7
COC(=O)c1cccc(CN2C(=O)C(C)Sc3ccc(C)cc32)c1 (stereo unspecified),-1.4,-0.5,-2,-1.5,-0.8,14,5,.,0.7,-1,0.1
CC(=O)c1ccc(NC(=O)COc2ccccc2C(=O)Nc2ccc(C)cn2)cc1,-1.5,0.4,-3,26*,-1.6,13,-1,-1.1,5.4,2,0.3
O=C(NNS(=O)(=O)c1ccc(Cl)cc1)c1cc(-c2ccccc2)nc2ccccc12,0.3,0.6,-2,-2.4,-1.0,-1,-41,-0.1,-2.2,-3,-3.0
CS(=O)(=O)N1CCC(C(=O)Nc2cc(Cl)ccc2Cl)CC1,-0.4,-0.4,-1,-0.7,-1.3,5,0,0.8,-6.2,-4,0.4
O=C1[C@@H]2[C@@H]3C[C@@H]([C@H]4ON=C(c5ccc(Cl)cc5)[C@@H]34)[C@@H]2C(=O)N1C1CCCCC1,0.0,-2.9,-4,-0.3,-1.6,2,-4,-1.1,0.3,6,1.7
Cc1cnc2ncc3sccc3c2c1,-0.1,-0.7,1,-1.5,-1.4,5,0,-0.7,-1.6,-2,-0.7
COc1cccc(Nc2ncnc3ccccc23)c1,2.5,3.0,1,-1.3,-0.3,4,9,2.3,8.3,-16,3.4

# Compounds as they come; overall some 7% were active at least once.
